Assay outcomes: PubChem, The Scripps Research Institute Molecular Screening Center
S1P3 antag: blocks the human S1P3 receptor; inhibition, % at 4.98 µM; CHO S1P3 NFAT-BLA reporter, FRET fluorescence, antagonist mode; Q99500; 170,000 tested, 0.27% active;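 active = inhibition above the plate cutoff, the mean inhibition of test wells on that plate plus 3 SD, cut at about 28% in these data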;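 note: cells challenged with S1P at its EC80 of 0.8 µM; blue over green emission ratio from cleaved BLA substrate after 4 h stimulation; 0% = S1P-stimulated wells and 100% = unstimulated DMSO-only wells; some compounds past the cut are filed as inactive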
Target sequence (Q99500 whole entry, looked up): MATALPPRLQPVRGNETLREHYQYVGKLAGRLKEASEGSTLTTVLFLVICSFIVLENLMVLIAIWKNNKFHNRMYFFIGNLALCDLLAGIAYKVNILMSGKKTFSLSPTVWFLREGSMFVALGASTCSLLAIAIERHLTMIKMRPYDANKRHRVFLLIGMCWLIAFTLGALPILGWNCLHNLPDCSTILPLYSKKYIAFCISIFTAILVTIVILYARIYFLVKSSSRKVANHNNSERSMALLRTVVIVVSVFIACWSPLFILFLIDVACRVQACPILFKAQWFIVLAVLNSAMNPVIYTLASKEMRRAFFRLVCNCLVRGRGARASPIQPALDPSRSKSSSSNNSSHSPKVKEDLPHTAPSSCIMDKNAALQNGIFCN
* = called active by the depositor.

`Cc1cc(=O)c2ccc(C(F)(F)F)cc2[nH]1` gave S1P3 antag 7.
Screening CCCCCCCC(=O)NC1=NC(=O)C(C)(C)S1 returned S1P3 antag -1.
CC(C)C[C@H](NC(=O)NCCC1=CCCCC1)C(=O)O was read as S1P3 antag 10.
Cc1ccc(S(=O)(=O)N2CCN(c3nccnc3C#N)CC2)cc1 was read as S1P3 antag 5.
Screening O=C(Cn1cc(/C=C\[N+](=O)[O-])c2ccccc21)Nc1ccccc1 returned S1P3 antag 6.
For COc1ccc(CC(=O)Nc2ccc(C(N)=O)cc2)cc1 the results were S1P3 antag -3.
Cc1oc2ccc(OCc3ccc(F)cc3Cl)cc2c1C(=O)O was read as S1P3 antag -3.
Screening CCN1CCC(Nc2ccnc3cc(Cl)ccc23)CC1 returned S1P3 antag 5.
For CCNC(=O)Oc1ccc[nH]c1=O the results were S1P3 antag 3.
`COCc1[nH]c(=S)[nH]c(=O)c1C` gave S1P3 antag -5.

Continued, starting with the last 2 of the part before.
For CCNC(=O)Oc1ccc[nH]c1=O the results were S1P3 antag 3.
`COCc1[nH]c(=S)[nH]c(=O)c1C` gave S1P3 antag -5.
Screening Cc1ccccc1NC(=O)Cc1nnc(NC(=O)Nc2ccccc2F)s1 returned S1P3 antag -12.
`O=C(c1ccc(-n2cccn2)cc1)N1CCc2ccccc2C1` gave S1P3 antag -9.
Screening O=C(O)c1ccc(/C=N/Nc2nc3ccccc3[nH]2)cc1 returned S1P3 antag 10.
Cc1noc(C)c1-c1nc(CS(=O)(=O)c2ccccc2)no1 was read as S1P3 antag -12.
Screening Cc1ccc(C)c(NC(=S)N/N=C2\CCc3ccccc32)c1 returned S1P3 antag 17.
Screening COc1ccc(/C(C)=N/N=C2/NC(=O)CC(C(=O)O)S2)cc1F (stereo not given) returned S1P3 antag 8.
For O=C1C(=O)N(Cc2ccco2)C(c2cccs2)/C1=C(\O)c1cccc([N+](=O)[O-])c1 (stereo not given) the results were S1P3 antag -12.
Screening Cc1ccc(NC(=O)Nc2ncnc3nc[nH]c23)cc1 returned S1P3 antag 10.
For Cc1onc(-c2ccccc2Cl)c1NC(=O)NCc1cccs1 the results were S1P3 antag 5.
For Cc1cc(N=Nc2ccccc2C(=O)O)c(C)c(C)c1O the results were S1P3 antag -1.
COc1ccccc1NC(=O)/C(=C/c1cccs1)NC(=O)c1ccco1 was read as S1P3 antag -3.
`CCCCOc1ccc(CCC(=O)N/N=C/c2ccco2)cc1` gave S1P3 antag -1.
Screening S=c1[nH]nc(-c2ccccn2)n1/N=C/c1c(Cl)cccc1Cl returned S1P3 antag 6.
Screening Nc1nnn(CC(=O)N/N=C/c2ccc(Cl)cc2Cl)n1 returned S1P3 antag -4.
`CN1CCN(Cc2nc3c(c(=O)n(C)c(=O)n3C)n2CCc2ccccc2)CC1` gave S1P3 antag -10.
For COc1ccccc1CC(=O)N1CCCC(CCC(=O)NCc2ccccc2F)C1 (stereo not given) the results were S1P3 antag -26.
CC(=O)NCCc1nc2ccccc2n1Cc1cc(C)ccc1C was read as S1P3 antag 3.
`Cc1ccc(NC(=O)/C(=C\c2ccccc2)NC(=O)c2ccco2)cc1` gave S1P3 antag 10.
`O=C1/C(=C/c2cccc(Cl)c2)CSc2sccc21` gave S1P3 antag 0.
`O=C(N/N=C/c1cc([N+](=O)[O-])ccc1O)C1CC1` gave S1P3 antag -12.
For CCN(Cc1cc(=O)[nH]c2ccccc12)C(=O)c1ccc(C)cc1 the results were S1P3 antag 1.
Screening C=CCNC(=S)/N=c1/ccccn1C returned S1P3 antag -4.
Oc1ccc(-c2nnc(Nc3cccc(O)c3)c3ccccc23)cc1 was read as S1P3 antag 7.
Screening Cc1c(C(=O)N(Cc2ccc(N(C)C)cc2)C2CCS(=O)(=O)C2)oc2ccccc12 (stereo not given) returned S1P3 antag 7.
For Cc1ccc(-n2ncc(-c3nn[nH]n3)c2N)cc1 the results were S1P3 antag -5.
CCOc1ccc(/C=C2\SC(=S)N(C)C2=O)cc1OC was read as S1P3 antag 3.
`COc1ccc(-n2c(SCC(=O)/C(C#N)=C(\C)N)nc3ccccc3c2=O)cc1OC` gave S1P3 antag 3.
Screening Cn1ncc2c(O/N=C(\N)c3ccc(C(F)(F)F)cc3)ncnc21 returned S1P3 antag -6.
`COc1ccc(C(Nc2cccc([N+](=O)[O-])c2)P(=O)(OC(C)C)OC(C)C)cc1` (stereo not given) gave S1P3 antag 23.
`COc1ccc(C2c3ccc(O)cc3Oc3ncn(CCCO)c(=N)c32)cc1OC` (stereo not given) gave S1P3 antag -7.
`CCN(CC)CCNc1nc(-n2nc(C)cc2C)nc2sc3c(c12)CC(C)(C)OC3` gave S1P3 antag 3.
CC(=O)/C(N=Nc1ccc(-n2ccc(C(F)(F)F)n2)cc1)=C(\C)O was read as S1P3 antag 0.
`O=C1c2oc3ccccc3c(=O)c2C(c2ccc(Cl)cc2)N1c1ncccn1` (stereo not given) gave S1P3 antag -10.
Screening O=[N+]([O-])c1ccc2[nH]c(O)c(N=NC3CS(=O)(=O)CC3O)c2c1 (stereo not given) returned S1P3 antag -7.
C=CCOC(=O)/C=C/C(=O)NC(N)=O was read as S1P3 antag -16.
`S=c1[nH]nc(-c2cc(-c3ccccc3)n[nH]2)n1/N=C/C=C/c1ccco1` gave S1P3 antag -13.
`O=C1C(NS(=O)(=O)c2cccs2)=C(N2CCN(Cc3ccccc3)CC2)C(=O)c2ccccc21` gave S1P3 antag -6.
For COc1ccc(-n2cc(CN[C@H]3CCCCNC3=O)c(-c3cccc(F)c3)n2)cc1 the results were S1P3 antag 18.
For Cc1c(C)c(C)c(CO/N=C/c2cccs2)c(C)c1C the results were S1P3 antag -4.
Screening COc1cccc(-c2cc(-c3cccnc3)nc(N)c2C#N)c1 returned S1P3 antag 5.
Screening CC(C)(C)OC(=O)NCCCCCc1nnc(SCc2ccccc2)o1 returned S1P3 antag 3.
Screening O=C(CCCc1c[nH]c2ccccc12)Nc1ccc(S(=O)(=O)Nc2ncccn2)cc1 returned S1P3 antag -4.
`Nc1nc(-c2cc3ccccc3o2)cs1` gave S1P3 antag -10.
Screening CCCc1ccc(C(=O)NNc2cccc(C)c2)cc1 returned S1P3 antag -1.
`Cn1c(C(=O)O)ccc1S(=O)(=O)N1CCCCCC1` gave S1P3 antag -1.
`CCn1c2ccccc2c2nnc(SCC(=O)NC(C(=O)OC)C(C)C)nc21` (stereo not given) gave S1P3 antag -4.
`NNC(=O)CCn1nnc2ccccc21` gave S1P3 antag 4.
Cc1ccc(S(=O)(=O)N2CC=C(C(=O)NC3CC3)CC2)cc1 was read as S1P3 antag 6.
Screening COc1ccc(/C=N/NC(=O)c2cccc(Br)c2)cc1CN1CCOCC1 returned S1P3 antag 1.
`O=C1NNC(c2ccccc2)=N/C1=C\c1ccccc1Cl` gave S1P3 antag -12.
CCOC(=O)N/N=C(\CCC(=O)O)c1cccs1 was read as S1P3 antag -13.
`Cc1ccc(S(=O)(=O)N(C)CC(=O)N/N=C/c2ccc(C)o2)cc1` gave S1P3 antag 7.
Screening Cc1nc(SCc2cccc(F)c2)c2oc3ccccc3c2n1 returned S1P3 antag 6.
Screening O=S(=O)(c1cnc(Cl)c(Br)c1)N1CCc2ccccc21 returned S1P3 antag -5.
`O=C1CC(=O)c2c1cccc2[N+](=O)[O-]` gave S1P3 antag 3.
`CC(C)[N+](C)(C)CC#CC(O)(c1ccccc1)c1ccccc1` gave S1P3 antag -7.
Screening Cc1nn(-c2ccccc2C(F)(F)F)c(=O)c2noc(C)c12 returned S1P3 antag -3.
`COc1ccc(OC)c2c(=O)cc(C(=O)O)[nH]c12` gave S1P3 antag 0.
For CCCCCCCN=C(C)c1ccccc1O the results were S1P3 antag 0.
`O=C(Nc1ccccc1F)NC1CCCc2ccccc21` (stereo not given) gave S1P3 antag 15.
`COC(=O)c1cccc(Oc2nc3c(c(=O)n(C)c(=O)n3C)n2Cc2ccc(C)cc2)c1` gave S1P3 antag 15.
Screening CCn1nc(NC(=O)Cc2ccc(OC)cc2)c2cc3cc(C)ccc3nc21 returned S1P3 antag -4.
`COc1ccc2c(c1)c(C(=O)N/N=C/c1ccccc1Cl)c(C)n2C` gave S1P3 antag -1.
CN1CCN(c2nc(NCc3ccco3)nc(N)c2[N+](=O)[O-])CC1 was read as S1P3 antag -16.
Screening O=C(Nc1ncc2c(n1)CC(c1ccco1)CC2=O)c1ccco1 (stereo not given) returned S1P3 antag -11.
`CCc1ccnc(NS(=O)(=O)c2ccc3c(c2)CCO3)c1` gave S1P3 antag 19.
CC(=O)Nc1cccc(/C(C)=N/NC(=O)c2ccc(NS(=O)(=O)c3cccs3)cc2)c1 was read as S1P3 antag 2.
Screening CN(CCO)c1ccc(-c2nn(C)c(=O)c3ccccc23)cc1[N+](=O)[O-] returned S1P3 antag -1.
COc1ccccc1N1C(=O)C=C(Sc2nc(C)cc(C)n2)C1=O was read as S1P3 antag -2.
CCCCN1CC(O)=C(c2nc(-c3ccc(Br)cc3)cs2)C1=N was read as S1P3 antag -6.
For COC(=O)N=Nc1c(O)n(Cc2ccccc2)c2ccccc12 the results were S1P3 antag -7.
Screening COc1ccccc1-c1cc2nc(C)cc(C)n2n1 returned S1P3 antag -6.
`S=c1[nH]nc2n1CCCN2` gave S1P3 antag -3.
O=S(=O)(Nc1ccc(Cl)cc1)c1ccc2c(c1)CCO2 was read as S1P3 antag -12.
For CCOC(=O)c1cc(C#N)c(Nc2ccc(C)cc2)nc1C(F)(F)F the results were S1P3 antag -12.
Screening Cc1cc(-c2nnc(CSc3nnc(NC(=O)c4ccc(C(C)(C)C)cc4)s3)o2)ccc1[N+](=O)[O-] returned S1P3 antag 13.
`O=C(O)CSCC(=O)N1CCCN(c2nc3ccc(Cl)cc3s2)CC1` gave S1P3 antag 6.
Screening CC(C)On1c(SCC(=O)N(C)C)nc2ccccc2c1=O returned S1P3 antag -5.
CC(C)CN(Cc1cc(=O)oc2cc3c(cc12)CCCC3)CC(C)C was read as S1P3 antag -2.
Cc1ccc(NC(=O)C[n+]2cc(-c3ccccc3)n3c2CCC3)cc1 was read as S1P3 antag -4.
Screening Fc1cc(Cl)c(OCc2noc(-c3ccsc3)n2)c(Cl)c1 returned S1P3 antag -12.
For O=C(CCN1C(=O)/C(=C/c2ccccc2Cl)SC1=S)NNC(=O)c1cccnc1 the results were S1P3 antag 9.
Screening Cc1ccc(C2(O)C(=O)c3ccccc3C2=O)c(O)c1C returned S1P3 antag 4.
`COc1ccc(C2C3=C(CC(C)(C)CC3=O)N(CCN3CCOCC3)C3=C2C(=O)CC(C)(C)C3)cc1` gave S1P3 antag -18.
For CCN(CC)CCN1C(=O)C(O)=C(C(C)=O)C1c1ccccc1[N+](=O)[O-] (stereo not given) the results were S1P3 antag 1.
`FC(F)(F)c1ccccc1-n1c(CN2CCCCC2)n[nH]c1=S` gave S1P3 antag 6.
CCCN1C(=O)N(c2cccc(C)c2)C(C)(O)CC1(C)C (stereo not given) was read as S1P3 antag -2.
`CC(O)c1nc2ccccc2n1CCCOc1ccccc1` (stereo not given) gave S1P3 antag -7.
`O=C(/C=C/c1ccc(O)c(O)c1)c1ccccc1O` gave S1P3 antag -7.
O=C(c1cc(=O)[nH]c2ccccc12)N1CCN(c2ccc([N+](=O)[O-])cc2)CC1 was read as S1P3 antag -13.
For O=C(NCCSCc1ccco1)Nc1cc(Cl)cc(Cl)c1 the results were S1P3 antag -19.
For O=C(Nc1nc(-c2ccccn2)cs1)c1ccccc1-n1cnnn1 the results were S1P3 antag 7.
Screening COC(=O)Cn1c2ccc(OC)cc2c2nc(C)sc21 returned S1P3 antag -6.
`Cc1nc2sccn2c1-c1nc(C2CC2)c(C(=O)c2ccc3c(c2)NC(=O)CO3)s1` gave S1P3 antag 31.
COc1cc(CC(=O)Nc2ccc3nc(SC)sc3c2)cc(OC)c1OC was read as S1P3 antag -8.
For CCC(C)Oc1nc2c(c(=O)n(C)c(=O)n2C)n1C (stereo not given) the results were S1P3 antag 9.
For O=C(c1cnn(C(=O)c2cccc(S(=O)(=O)N3CCOCC3)c2)c1)c1cc(Cl)cc(Cl)c1O the results were S1P3 antag -2.
Screening S=C(NC1CCCCC1)N1CCOCCOCCN(C(=S)NC2CCCCC2)CCOCCOCC1 returned S1P3 antag 6.

Compounds listed so far that have an NH in an aromatic ring (15):
`Cc1cc(=O)c2ccc(C(F)(F)F)cc2[nH]1` gave S1P3 antag 7.
For CCNC(=O)Oc1ccc[nH]c1=O the results were S1P3 antag 3.
`COCc1[nH]c(=S)[nH]c(=O)c1C` gave S1P3 antag -5.
Screening O=C(O)c1ccc(/C=N/Nc2nc3ccccc3[nH]2)cc1 returned S1P3 antag 10.
Screening Cc1ccc(NC(=O)Nc2ncnc3nc[nH]c23)cc1 returned S1P3 antag 10.
Screening S=c1[nH]nc(-c2ccccn2)n1/N=C/c1c(Cl)cccc1Cl returned S1P3 antag 6.
For CCN(Cc1cc(=O)[nH]c2ccccc12)C(=O)c1ccc(C)cc1 the results were S1P3 antag 1.
For Cc1ccc(-n2ncc(-c3nn[nH]n3)c2N)cc1 the results were S1P3 antag -5.
Screening O=[N+]([O-])c1ccc2[nH]c(O)c(N=NC3CS(=O)(=O)CC3O)c2c1 (stereo not given) returned S1P3 antag -7.
`S=c1[nH]nc(-c2cc(-c3ccccc3)n[nH]2)n1/N=C/C=C/c1ccco1` gave S1P3 antag -13.
Screening O=C(CCCc1c[nH]c2ccccc12)Nc1ccc(S(=O)(=O)Nc2ncccn2)cc1 returned S1P3 antag -4.
`COc1ccc(OC)c2c(=O)cc(C(=O)O)[nH]c12` gave S1P3 antag 0.
`S=c1[nH]nc2n1CCCN2` gave S1P3 antag -3.
`FC(F)(F)c1ccccc1-n1c(CN2CCCCC2)n[nH]c1=S` gave S1P3 antag 6.
O=C(c1cc(=O)[nH]c2ccccc12)N1CCN(c2ccc([N+](=O)[O-])cc2)CC1 was read as S1P3 antag -13.

A portion of the library; count on the stated rates, not on these rows.
